# High-throughput results as filed in PubChem.
# Cav32 inh: human Cav3.2 channel inhibition, primary screen. Cav3.2-expressing cells, Fluo-4 calcium fluorescence FDSS; hits give low values. hit rate 4% among 100,000. AID 449739. O95180. B-score at 10 µM;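 active = single-dose well whose peak fluorescence ratio is a statistical outlier from its plate by either plate-standardised score or position-corrected B-score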
# * marks the source's active call; other numbers are inactive results. The list is partial; the hit share may differ from the screen's.
SMILES,Cav32 inh
CCOC(=O)CSc1nc2ccccc2c(=O)[nH]1,1.06
COc1ccc(C(=O)NN(c2ccccc2)c2ccccc2)cc1,0.195
Cc1ccc(-c2noc(C3CCN(C(=O)Nc4ccc(C#N)cc4)CC3)n2)o1,-0.769
COc1ccc(C(=O)/C=C/Nc2ccc([N+](=O)[O-])cc2C)c(OC)c1,0.156
Cc1ccc(C)c(CN2C(=O)C3CCCN3c3ccc(C#N)cc32)c1 (stereo unspecified),-0.653
CCOC(=O)N1CCN(C(=O)c2noc(C(C)C)c2[N+](=O)[O-])CC1,-0.024
COc1ccc(C2(C(=O)NC3CCCCC3)CCOCC2)cc1OC,-0.364
CSc1nnc(-c2cccc(C)c2)n1N,0.869
CC(=O)Nc1sc2c(c1C#N)CCCC2,0.459
Fc1ccc(C(c2nnnn2Cc2ccco2)N2CCN(C3CCCCC3)CC2)cc1 (stereo unspecified),0.0749
O=C(O)c1[nH]c2ccccc2c1NS(=O)(=O)Cc1ccccc1,0.00602
COCCCN(C(=O)Nc1ccccc1)C(C)c1ccncc1 (stereo unspecified),-0.567
C=CCn1c(C(C)NC(=O)COC)nc2ccccc21 (stereo unspecified),-0.191
O=C(CSc1nc2ncccc2[nH]1)Nc1ccc2c(c1)OCCO2,0.418
Cc1cccn2cc(CCNS(=O)(=O)c3ccc([N+](=O)[O-])cc3)nc12,0.543
Cc1ccccc1Cc1c(C)nc2c(C(=O)NCc3ccc4c(c3)OCO4)cnn2c1C,-0.194
CCCCC(C(=O)NCCC(C)C)N(CCCN1CCOCC1)C(=O)c1snc(C(N)=O)c1N (stereo unspecified),0.0796
Brc1cccc(-c2nnc3sc(CN4CCCCC4)cn23)c1,-0.524
O=C(CSc1nnc(-c2ccccc2)c(-c2ccccc2)n1)NCc1ccco1,-2.97
CS(=O)(=O)c1ccc(CNC(=O)C2(C(F)(F)F)CC(CCCO)CCCO2)cc1 (stereo unspecified),-0.092

# Sorted by the number under Cav32 inh (descending): 6 of the compounds above.
SMILES,Cav32 inh
CCOC(=O)CSc1nc2ccccc2c(=O)[nH]1,1.06
Fc1ccc(C(c2nnnn2Cc2ccco2)N2CCN(C3CCCCC3)CC2)cc1 (stereo unspecified),0.0749
CCOC(=O)N1CCN(C(=O)c2noc(C(C)C)c2[N+](=O)[O-])CC1,-0.024
Cc1ccccc1Cc1c(C)nc2c(C(=O)NCc3ccc4c(c3)OCO4)cnn2c1C,-0.194
Brc1cccc(-c2nnc3sc(CN4CCCCC4)cn23)c1,-0.524
O=C(CSc1nnc(-c2ccccc2)c(-c2ccccc2)n1)NCc1ccco1,-2.97

# (further entries)
SMILES,Cav32 inh
NC(=O)c1ccccc1OCC(=O)NS(=O)(=O)c1ccccc1,0.0605
Cc1ccc(F)cc1NC(=O)C12CC3CC(C1)CC(n1cnc([N+](=O)[O-])n1)(C3)C2,1.03
C(=N\n1cncn1)/c1ccc(N2CCOCC2)cc1,0.657
c1cnc2ccc(C(c3nnnn3C3CCCCC3)N3CCN(C4CCCCC4)CC3)cc2c1 (stereo unspecified),1.65
COc1ccc(S(=O)(=O)NCCSc2ccccc2)cc1OC,-1.39
COc1ccc(-c2cn(/N=C/c3ccc(Cl)cc3Cl)c(N)n2)cc1,-1.05
CCOC(=O)c1sc(SCc2ccccc2)c2c1CC(C)(C)CC2=O,-1.17
Cc1csc(NC(=O)c2cccc(Cn3nc(C)c(Br)c3C)c2)n1,-3.7*
Cc1ccc(C(=O)N2CCN(C3CCCCC3)CC2)s1,0.00464
c1ccc(N=P(N2CCOCC2)(N2CCOCC2)N2CCOCC2)cc1,1.01
O=C(CN1C(=O)C2CCCCN2C(=O)c2ccccc21)N1CCCc2ccccc21 (stereo unspecified),0.495
Cc1cccc(NC(=O)c2cc3c(n(-c4ccccc4)c2=O)CCCC3=O)n1,0.479
Cn1c(=O)c2c(nc(CN3CCN(c4ccccc4)CC3)n2CCN2CCOCC2)n(C)c1=O,0.0696
Cc1ccc(/C=C2/NC(=O)N(c3ccccc3)C2=O)o1,0.947
C#CCn1cnc2c(cnn2-c2ccc(C)c(C)c2)c1=O,0.399
CCOCCOC(=O)C1=C(C)N(C)C(=O)NC1c1cc(Cl)c(O)c(OCC)c1 (stereo unspecified),0.958
O=C(Nc1ccccc1)N1CCn2c(nc3ccccc32)C1,0.618
Cn1nnnc1SCC(=O)Nc1ccc(Oc2ccccc2)cc1,-0.491
Nc1nc(-c2ccc3c(c2)OCCO3)cs1,0.689
CN1CCCCC1=NCCCn1cnc2c1c(=O)n(C)c(=O)n2C,0.149

# 3 entries already listed, arranged by formula weight, descending:
SMILES,Cav32 inh
Cc1csc(NC(=O)c2cccc(Cn3nc(C)c(Br)c3C)c2)n1,-3.7*
COc1ccc(S(=O)(=O)NCCSc2ccccc2)cc1OC,-1.39
Cn1nnnc1SCC(=O)Nc1ccc(Oc2ccccc2)cc1,-0.491

# (listing goes on)
SMILES,Cav32 inh
CCOC(=O)c1c(C)oc2c1c(C(c1cccnc1)N1CCOCC1)c(O)c1ccccc12 (stereo unspecified),0.983
CCOC(=O)c1c(NC(=O)Cn2cnc([N+](=O)[O-])n2)sc2c1CCC(C)C2 (stereo unspecified),-0.153
CCOC(=O)Cn1c(CN2CCN(C(c3ccccc3)c3ccccc3)CC2)nc2c1c(=O)n(C)c(=O)n2C,-3.98
COc1ccc(CCNc2oc(-c3ccc(OC)c(OC)c3)nc2C#N)cc1,0.726
O=C(Nc1nccs1)C12CC3CC(C1)CC(C(=O)Nc1nccs1)(C3)C2,-1.07
CCCCOC(=O)c1ccc(NC(=O)C(CCS(C)(=O)=O)NC(C)=O)cc1 (stereo unspecified),-0.0928
CCN(CC)S(=O)(=O)c1cccc(-c2nnc(C(=O)c3ccc(C(F)(F)F)cc3)o2)c1,-0.519
COc1ccccc1NC(=O)Cn1cnc2c1c(=O)n(C)c(=O)n2C,0.789
CCn1c(CC(=O)Nc2ccc(Cl)c(Cl)c2)nnc1SCc1ccc(Cl)cc1,-0.098
C=CCn1c(SCC(=O)c2cc(C)n(CC3CCCO3)c2C)nnc1-c1ccccc1 (stereo unspecified),0.658
CN(C)CCOC(c1ccccc1)c1ccccc1 (tested in a mixture with another compound),2.24
CN1CCN(CCC(=O)N2c3ccccc3Sc3ccc(Cl)cc32)CC1,1.57
O=c1[nH]c(-c2cccs2)nc2ccccc12,0.0497
CC(C)n1c(=S)[nH]c2ccccc2c1=O,0.365
Clc1ccc(CN2CCCCCCC2)cc1Cl,0.466
O=C(NCCCN1CCN(CCCNC(=O)c2ccc3c(c2)OCO3)CC1)c1ccc2c(c1)OCO2,0.0941
CCOC(=O)c1cnn2c(C)cc(-c3ccc(F)cc3)nc12,0.69
CCCCc1c(C)nc(N)[nH]c1=O,-0.38
O=c1n(CCCN2CCN(c3cccc(Cl)c3)CC2)nc2ccccn12,0.372
COc1cccc2cc(C(=O)N3CCCCC3C)c(=O)oc12 (stereo unspecified),0.677
Cn1c(CN2CCCCC2)nc2cc(NC(=O)c3cccs3)ccc21,0.566
CC(C)n1c(SCC(=O)NCc2ccco2)nc2c1c(=O)n(C)c(=O)n2C,0.311
C/C(=N\OC(=O)c1cccc(C)c1)c1sc(-c2ccccc2)nc1C,-0.0965
Cc1noc(C)c1C(=O)OCC(=O)NCCC1=CCCCC1,-0.141
Cc1nc(SCc2ccccc2C)n[nH]1,1.31
COc1ccc(-n2ncc3c(N4CCCCC4)ncnc32)cc1,-0.0312
COC(=O)NCC(c1cccnc1)N1CCN(c2ccccc2OC)CC1 (stereo unspecified),0.167
O=C(CSC1=Nc2ccccc2C2=NC(Cc3c[nH]c4ccccc34)C(=O)N12)NC1CCCCC1 (stereo unspecified),-1.91
Cc1nc(C(=O)NCCC(C)C)sc1C1(C)CC(c2ccccc2)=NO1 (stereo unspecified),-2.74
COc1ccc(Cl)cc1S(=O)(=O)n1nnc2ccccc21,0.177
O=C(c1ccco1)N(Cc1nc2ccccc2c(=O)[nH]1)C1CCCC1,0.556
O=c1c2ccccc2nc2n1CCC2,1.12
Cc1ccccc1CN(c1ccc(C(N)=O)cc1)S(C)(=O)=O,0.0472
Cc1nc(-c2cccc(S(=O)(=O)N3CCOCC3)c2)cs1,0.286
Cc1ccc(-c2nnc(-c3cccc(Br)c3)o2)cc1,-1.91
Cc1nc2c(C(=O)NCc3ccco3)cnn2c(C)c1Cc1ccc(F)cc1Cl,0.219
CC/S(CC1CC1(Cl)Cl)=N\S(=O)(=O)c1ccc(C)cc1 (stereo unspecified),0.0263
O=C(NC(=S)Nc1ccc(Br)cn1)c1cncc(Br)c1,0.00352
CNC(=O)CCn1nc(-c2ccccc2)c2ccccc2c1=O,0.255
CCCCSC1=C(C#N)C(c2ccccc2C)CC(=O)N1 (stereo unspecified),0.798

# Looked up above.
# `CCCCSC1=C(C#N)C(c2ccccc2C)CC(=O)N1` (stereo unspecified) @ Cav32 inh = 0.798
# `COc1ccc(Cl)cc1S(=O)(=O)n1nnc2ccccc21` @ Cav32 inh = 0.177

# The list goes on:
SMILES,Cav32 inh
Cc1cc2c(c(SCC(=O)NCCc3ccccc3)n1)C(=O)OC2,0.768
Cc1c(Cc2ccccc2)sc(N)c1C(N)=O,-1.15
CC(=O)OCC(=O)NCC(=O)c1c[nH]c2ccccc12,0.342
Cc1ccc(NC(=O)CN(C)C(=O)CSc2nncn2C)cc1,0.0716
Cc1cc(N2CCOCC2)nc2cc(O)ccc12,-0.262
Cc1c(Cl)cccc1NC(=O)Cn1cccc1,0.114
CN1C[C@@H]2C(c3ccc(Cl)nc3)C3(c4cccnc4)CC2(C3)[C@H]1c1ccccc1 (stereo partly specified),1.26
O=C(CCCN1C(=O)c2cccnc2C1=O)N1CC(=O)N(CCc2ccccc2)C(=O)C1,-0.411
C=CCn1c(-c2ccc(N)cc2)nc2ccccc21,0.324
Cc1cc(C)c(OCCCCNCc2ccccc2)c(Cl)c1,-1.14
Cc1ccc(N2C(=O)CC(N(CCc3ccccc3)C(=S)Nc3ccc(N(C)C)cc3)C2=O)cc1 (stereo unspecified),-0.448
COC(=O)CC1c2ccccc2S(=O)(=O)N1Cc1ccccc1 (stereo unspecified),0.121
CCCc1cc(C(=O)NCc2ccccc2)no1,-0.14
Cc1cc(-c2cc(C(=O)Nc3ccccc3)on2)nc(NC2CCCC2)n1,-1.64
COCCN(Cc1cc2cc(C)ccc2nc1Cl)C(=O)Nc1ccccc1C,-0.638
O=C(NNC1=NCCCCC1)c1ccccc1,0.847
CC(=O)Nc1ccc(C(=O)c2ccccc2)cc1,0.288
COc1ccccc1C(=O)OCCN1CCOCC1,0.095
CCN1C(=O)N[C@@H](CCc2ccccc2)C(C(C)=O)=C1C,0.349
Cc1cccc(-n2ncc3c(N(C)C4CCCCC4)ncnc32)c1,-0.0933
CCOC(=O)/C(N)=C/c1ncc(C(F)(F)F)cc1Cl,-0.0031
CCOCCCNS(=O)(=O)c1ccc2c(c1)CCN2C(C)=O,0.315
C/C=C/C=C/C(=O)N1CC2(CC(c3cccc(NC(=O)/C=C/C)c3)=NO2)C[C@@H]1C(N)=O (stereo partly specified),0.441
COc1ccc(-c2ccc3oc(-c4ccc(OC)cc4)c(C#CCO)c3c2)cc1,0.173
CCCCN1C(N)=NC[C@H]1Cc1ccc(O)cc1,1.13
COc1cc(C(=O)Nc2cccc(-c3nc4cc(C)ccc4o3)c2C)cc(OC)c1OC,0.487
O=C(CSc1nnc(Nc2ccccc2F)s1)NCc1ccco1,0.167
Cc1cc(C)c(S(=O)(=O)NCCCN2CCOCC2)cc1Br,-0.73
Cc1cc(C(=O)N2CC(C)CC(C)C2)n(-c2ccccc2)n1 (stereo unspecified),-0.0753
CCc1ccc(CCC(=O)Nc2sc3c(c2C#N)CCCC3)o1,-0.96
CCn1c(NC)cc(=O)n(C)c1=O,0.345
CCOC(=O)c1c(C)[nH]c(C(=O)CN2C(=O)NC(C)(c3ccc(C)cc3)C2=O)c1C (stereo unspecified),-3.26
CC1C(=O)CCC1(C(=O)O)c1ccccc1 (stereo unspecified),0.724
COc1ccc(OC2OC3COC(C)(C)OC3C(O)C2NC(C)=O)cc1 (stereo unspecified),0.42
CCOC(=O)C1=C(CNCc2ccc(C)cc2)NC(=O)NC1c1ccc(OC)cc1 (stereo unspecified),-4.66*
CCCCSc1nnc(CCC)n1N,-0.26
CC(C)[C@H](CO)Nc1nc(NCc2ccc(S(N)(=O)=O)cc2)c2ncn(C(C)C)c2n1,0.15
CCSc1nnc(NC(=O)Cc2ccc(OC)cc2)s1,-2.03
COc1cccc(C(=O)N2CCN(Cc3ccccc3C(F)(F)F)CC2)c1,-1.57
CC(C)N=C(NC#N)SCC(=O)NC(C)(C)C,-0.919

# Four entries from above, tab-delimited.
canonical_smiles	Cav32 inh
COc1cc(C(=O)Nc2cccc(-c3nc4cc(C)ccc4o3)c2C)cc(OC)c1OC	0.487
O=C(CSc1nnc(Nc2ccccc2F)s1)NCc1ccco1	0.167
Cc1cc(C)c(S(=O)(=O)NCCCN2CCOCC2)cc1Br	-0.73
Cc1cc(C(=O)N2CC(C)CC(C)C2)n(-c2ccccc2)n1 (stereo unspecified)	-0.0753

# Continuation:
SMILES,Cav32 inh
Cc1cccc(C)c1NC(=O)CSc1nnc(-c2ccncc2)n1Cc1ccco1,1.23
Cc1cc(NC(=O)c2cc(CC(C)C)on2)no1,-0.00699
C/C(N)=C(/C#N)C(=O)COC(=O)C1Cc2ccccc2CN1S(C)(=O)=O (stereo unspecified),0.275
O=C(O)CNS(=O)(=O)c1cc(Cl)c(Cl)cc1Cl,-0.0312
CC(=O)N1CCc2cc(S(=O)(=O)N3CCc4ccccc4C3)ccc21,-0.185
CSCCC(C(=O)Nc1ccc2c(c1)OCO2)N1C(=O)c2ccccc2C1=O (stereo unspecified),-0.218
CCN1CCN(CCCNC(=O)c2ccc3c(c2)NC(=O)c2ccccc2S3)CC1,-1.07
CC(C)(C)c1ccc(C(=O)Oc2ccc3c(c2)OCC3=O)cc1,0.342
Clc1ccccc1OCc1nn2c(-c3ccncc3)nnc2s1,0.317
Cc1nc2ccccc2n1CC(O)Cn1c(C(F)(F)F)nc2ccccc21 (stereo unspecified),-0.498
CCOc1ccc(C(=O)OCCN(C)C)cc1,0.0223
CCNc1nc(NC(C)C)nc(Oc2ccc(/C=N/O)cc2)n1,-1.81
